Screening results (PubChem BioAssay)
USP1-UAF1 inh: Inhibitors of USP1/UAF1: Primary Screen | Ubiquitin carboxyl-terminal hydrolase 1 (Homo sapiens), O94782 | recombinant USP1/UAF1, Ub-Rhodamine cleavage fluorescence | Potency, µM (top dose mostly 57.1 µM), without a hit: at the top dose activity change, negative = inhibition, most hits filed as inhibitors | 0.23% of 390,000 active | AID 743255, 2014; note: potency is the fitted concentration of half-maximal effect; % is set by controls: 0 for no effect and ±100 for the full control effect; nearly all actives have a fitted effect of over 60% in size; inactives centre near -12
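High-throughput fluorogenic screen: 1nM USP1/UAF1 complex, Ub-Rho substrate 150nM final, 50mM HEPES pH 7.8 with 0.5mM EDTA, 0.1 mg/ml BSA, 1mM TCEP and 0.01% Tween-20.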
LDHA block: qHTS assay for inhibitors of human lactate dehydrogenase | activity change, % (values are at about 110 or 230 µM) | AID 1347041, 2019 | purified LDHA, NADH/diaphorase-resazurin fluorescence; stronger effect = lower value | 0.15% of 480,000 active | L-lactate dehydrogenase A chain (Homo sapiens), P00338; in the data active = activity change below about -30%; inconclusive = mostly about -25% to -30%;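 note: plate controls were DMSO wells for no effect and wells without enzyme for full effect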
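Human LDH5 (2 nM) was incubated with 0.06 mM NADH and 0.2 mM pyruvate for 5 min at room temperature in Tris pH 7.4. Remaining NADH was coupled through diaphorase/resazurin, and resorufin fluorescence was read at 0 and 20 min.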
Vif-A3F inh: qHTS for Inhibitors of Vif-A3F Interactions: qHTS; HeLa A3F-eYFP + Vif (tagged APOBEC3F with the HIV-1 protein that degrades it), YFP fluorescence increase; Potency, µM (series often up to 46.1 µM), for the others: at the highest dose activity, negative = active; 0.2% of 390,000 active; note: potency is the fitted concentration of half-maximal effect; % of control where 0% means no effect; nearly all actives have a fitted effect of over 65% in size
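HeLa cells stably expressing Vif plus C-terminally eYFP-tagged A3F were seeded, incubated overnight at 37 deg C, dosed with compound, incubated overnight again at 37 deg C. Yellow fluorescence (Ex 488/Em 500-530) reported blocked Vif-mediated A3F-eYFP degradation.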
Glioma ERSR ind: qHTS for Inducers of the Endoplasmic Reticulum Stress Response (ERSR) in Human Glioma: qHTS; U87-MG GRP78 promoter luciferase reporter, 16 h; 0.02% of 420,000 active; AID 602332, 2012; Potency, µM, for the others: top-dose activation, most hits filed as activators; note: potency is the fitted concentration of half-maximal effect; series mostly up to about 76 µM; % of control where 0% means no effect; nearly all actives have a fitted effect of over 35% in size
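Stably transfected U87-MG glioma cells carrying a GRP78-based luciferase sensor; 16 h compound incubation. Luminescence end-point read 10 min after Bright-Glo addition at room temperature.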
TrxR1 inh: qHTS Assay for Inhibitors of Mammalian Selenoprotein Thioredoxin Reductase 1 (TrxR1): qHTS | Thioredoxin reductase 1, cytoplasmic (Rattus norvegicus), O89049 | recombinant rTrxR1, NADPH fluorescence consumption, selenite substrate | Potency, µM (titrated, usually from 114 µM), for inactives: at the highest dose activity change, negative = inhibition, actives largely listed as inhibitors | 1% of 390,000 active; note: potency is the fitted concentration of half-maximal effect; % is set by controls: 0 for no effect and ±100 for the full control effect; nearly all actives have a fitted effect of over 65% in size
Target sequence (O89049 whole entry, looked up): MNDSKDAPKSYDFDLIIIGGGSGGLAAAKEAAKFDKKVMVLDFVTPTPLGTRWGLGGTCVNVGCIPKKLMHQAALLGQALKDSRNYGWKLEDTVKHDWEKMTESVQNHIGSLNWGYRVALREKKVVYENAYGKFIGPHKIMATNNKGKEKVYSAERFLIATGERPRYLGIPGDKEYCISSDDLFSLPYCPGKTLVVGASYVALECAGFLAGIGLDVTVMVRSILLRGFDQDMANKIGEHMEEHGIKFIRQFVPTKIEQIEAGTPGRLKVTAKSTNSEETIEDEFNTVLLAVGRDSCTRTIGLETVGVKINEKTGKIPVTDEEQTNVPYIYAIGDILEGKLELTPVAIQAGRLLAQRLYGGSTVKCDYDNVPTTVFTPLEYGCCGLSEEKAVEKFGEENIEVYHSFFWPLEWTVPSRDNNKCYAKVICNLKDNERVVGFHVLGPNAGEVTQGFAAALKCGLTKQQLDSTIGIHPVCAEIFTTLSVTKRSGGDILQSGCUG
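Rat TrxR1 (90 nM in the dispensed reagent) was pre-reduced with 400 uM NADPH for 5 min at room temperature, then incubated with compound for 15 min. After 400 uM selenite was added, NADPH fluorescence (Ex 340/Em 450 nm) was followed for 8 min.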
IDH1 R132H inh: qHTS for Inhibitors of mutant isocitrate dehydrogenase 1 (IDH1): qHTS. Isocitrate dehydrogenase [NADP] cytoplasmic (Homo sapiens), O75874. IDH1-R132H enzyme, NADPH consumption, diaphorase/resazurin fluorescence. Potency, µM (titrated, usually from 76.6 µM), for inactives: at the highest dose activity change, negative = inhibition, actives largely listed as inhibitors. 0.093% of 390,000 active. AID 602179, 2012; note: potency is the fitted concentration of half-maximal effect; % is set by controls: 0 for no effect and ±100 for the full control effect; nearly all actives have a fitted effect of over 65% in size
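IDH1-R132H (0.5 ug/mL dispensed) in pH 7.5 Tris buffer was preincubated 30 min with compound, then given a substrate mix of 0.016 mM NADPH and 2 mM alpha-KG for 80 min at room temperature; remaining NADPH was read by diaphorase/resazurin fluorescence.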
Vif-APOBEC3G blk: qHTS for Inhibitors of Vif-A3G Interactions: qHTS | DNA dC->dU-editing enzyme APOBEC-3G (Homo sapiens), Q9HC16 | HeLa A3G-eYFP + Vif (tagged APOBEC3G with the HIV-1 protein that degrades it), YFP fluorescence, overnight | AID 602310, 2012 | 0.076% of 410,000 active | Potency, µM (highest dose often 46.1 µM), without a hit: top-dose activity, negative = active, actives largely listed as inhibitors;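 note: potency is the fitted concentration of half-maximal effect; % is set by controls: 0 for no effect and ±100 for the full control effect; nearly all actives have a fitted effect of over 60% in size; hits raise eYFP signal because A3G escapes Vif-driven loss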
Target sequence (Q9HC16 whole entry, looked up): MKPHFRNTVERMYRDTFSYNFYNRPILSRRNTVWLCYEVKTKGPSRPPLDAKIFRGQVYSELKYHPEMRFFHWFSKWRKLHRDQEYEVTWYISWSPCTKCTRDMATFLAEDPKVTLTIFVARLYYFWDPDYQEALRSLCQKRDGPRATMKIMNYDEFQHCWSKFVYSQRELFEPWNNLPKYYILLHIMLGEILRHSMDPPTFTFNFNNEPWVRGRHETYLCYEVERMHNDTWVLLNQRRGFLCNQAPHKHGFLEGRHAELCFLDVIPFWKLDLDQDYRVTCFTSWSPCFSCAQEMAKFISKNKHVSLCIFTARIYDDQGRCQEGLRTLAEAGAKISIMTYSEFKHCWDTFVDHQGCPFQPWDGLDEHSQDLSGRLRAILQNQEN
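HeLa cells stably expressing Vif and C-terminally eYFP-tagged A3G, seeded overnight at 37 deg C, then exposed to compound by pintool overnight at 37 deg C. Rise in yellow fluorescence (Ex 488/Em 500-530, Acumen) marks blocked Vif-driven A3G degradation.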
RGS4 inh: Inhibitors of Regulator of G Protein Signaling (RGS) 4: qHTS | Regulator of G-protein signaling 4 (Homo sapiens), P49798 | Transcreener GDP fluorescence polarization, RGS4-accelerated GTP hydrolysis | Potency, µM (series often up to 114 µM), inactives show top-dose activity change, negative = inhibition, actives largely listed as inhibitors | 0.039% of 390,000 active | AID 504845, 2011; note: potency is the fitted concentration of half-maximal effect; % is set by controls: 0 for no effect and ±100 for the full control effect; nearly all actives have a fitted effect of over 75% in size; some results filed as inactive show a strong effect at the top dose
Target sequence (P49798 whole entry, looked up): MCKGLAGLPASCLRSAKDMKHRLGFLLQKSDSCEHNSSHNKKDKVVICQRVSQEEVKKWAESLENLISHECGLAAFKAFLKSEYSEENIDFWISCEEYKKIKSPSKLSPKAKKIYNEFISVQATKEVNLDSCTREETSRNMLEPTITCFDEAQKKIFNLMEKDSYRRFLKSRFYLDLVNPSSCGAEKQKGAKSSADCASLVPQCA
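MLSMR compounds (23 nl, pin-transferred) preincubated 10 min at room temperature with a 500nM (2x) first reagent, then RGS4 at 900nM (2x) plus Transcreener GDP mix added; fluorescence polarization (620/688 nm) read before and after 90 min at 30 °C.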
TrxR1 substrate: qHTS Assay for Substrates of Mammalian Selenoprotein Thioredoxin Reductase 1 (TrxR1): qHTS; AID 588456, 2011; Potency, µM (highest dose often 114 µM), for inactives: top-dose activity change, negative = substrate turnover; Thioredoxin reductase 1, cytoplasmic (Rattus norvegicus), O89049; 0.01% of 390,000 active; purified TrxR1 substrate turnover, NADPH consumption readout; note: potency is the fitted concentration of half-maximal effect; % is set by controls: 0 for no effect and ±100 for the full control effect; nearly all actives have a fitted effect of over 50% in size
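Rat TrxR1, dispensed at 90 nM, was prereduced with 400 uM NADPH (final) for 5 min at ~22 deg C, then incubated with compound 15 min before 400 uM selenite. A first-read NADPH fluorescence drop versus no-compound background flagged substrates.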
* = called active by the depositor; ? = inconclusive; / = no result given; & = joins results of further samples; [ ] = another dose, or the depositor's remark. Unless noted, calls come from the whole dose curve; as a rule, active = well fitted curve in the direction sought with a large enough effect; inconclusive = small, poorly fitted or top-dose-only effect, or another doubt; inactive = no such curve, though single readings can be large; an effect the other way counts as inactive or inconclusive.

The line under a structure holds: USP1-UAF1 inh	LDHA block	Vif-A3F inh	Glioma ERSR ind	TrxR1 inh	IDH1 R132H inh	Vif-APOBEC3G blk	RGS4 inh	TrxR1 substrate
- Cc1cccc(NC(=O)OC2CN3CCC2CC3)c1 (stereo unspecified)
    -6.1%	-1.0	4.2%	6.5%	7.6%[57.1 µM]	7.3%	-4.3%	-8.6%	-1.9%[57.1 µM]
- Cc1ccc(C)c(OCc2cc(C(=O)N3C[C@H]4C[C@@H](C3)c3cccc(=O)n3C4)no2)c1
    1.8%	-1.5	2.9%	-0.3%	-22.8%	5.0%	4.9%	8.2%	-6.5%
- CN(C)C(Cc1ccccc1)C(=O)c1c[nH]c2ccccc12 (stereo unspecified)
    -24.9%	1.3	5.2%	7.9%	42.6%	7.7%	1.8%	-10.0%	11.5%
- Cc1nc2c(=O)n(C)c(=O)nc-2n(C)n1
    0.0316µM*	48.3	4.1%	-14.5%	50.1µM*	20.6%	-20.5%	?	35.5µM*
- Oc1ccc(C[C@H]2NCCc3cc(O)c(O)cc32)cc1O
    -12.0%	26.5	-4.4%	-11.3%	-5.8%	2.3%	-0.7%	-7.1%	4.9%
- O=C(C(=O)N1CCOCC1)c1cn(Cc2c(F)cccc2Cl)c2ccccc12
    -6.8%	-2.0	0.1%	-0.5%	17.5%[57.1 µM]	-1.0%	-5.6%	-4.9%	-3.4%[57.1 µM]
- CN1CCN(Cc2nc3ccccc3c(=O)[nH]2)CC1
    1.1%	-2.4	-9.9%	-5.6%	11.0%	2.4%	-1.4%	16.6%	2.7%
- Cc1cccnc1-n1c(-c2ccco2)nc2ccccc2c1=O
    -9.5%	0.8	0.4%	-4.6%	18.8%[57.1 µM]	6.4%	2.2%	-20.6%	-3.1%[57.1 µM]
- Cc1cccc(-n2c(-c3ccccc3)nc3ccccc3c2=O)n1
    -15.2%	-15.1	-0.2%	-4.3%	3.2%[57.1 µM]	-5.3%	1.4%	12.2%	-1.8%[57.1 µM]
- C=CCn1c(O)c(C(C)=NCc2cccnc2)c(=O)[nH]c1=O
    -3.3%	-0.7	-24.6%	-0.4%	11.1%	4.0%	-0.4%	0.2%	2.1%
- CSc1cccc(NP2(=O)OCC(C)([N+](=O)[O-])CO2)c1 (stereo unspecified)
    -2.7%	-7.0	11.8%	-0.7%	4.3%[11.4 µM]	-0.6%	0.8%	-10.3%	2.3%[11.4 µM]
- O=P(O)(Oc1ccccc1)OC(c1ccccc1)C(F)(F)C(F)(F)F (stereo unspecified)
    -15.9%	-5.3	20.3%	-0.6%	12.2%	-3.4%	1.2%	29.3%	-1.0%
- O=C(NC1(C(F)(F)F)Oc2ccc(Cl)cc2O1)N1CCC2(CC1)OCCO2 (stereo unspecified)
    -15.2%	15.2	-4.9%	1.8%	8.7%[57.1 µM]	6.8%	-9.1%	3.6%	1.7%[57.1 µM]
- Cn1cccc1/C=C1/C(=O)NC(=O)N(Cc2ccccc2)C1=O
    -26.2%	-4.5	?	-5.2%	-30.9%	2.3%	-13.4%	?	-2.6%
- CCC(C(=O)Nc1ccccc1F)N1C(=O)CN=C(c2ccccc2)c2ccccc21 (stereo unspecified)
    -29.8%	-5.4	-8.2%	-3.4%	31.5%	29.2%	-22.7%	12.3%	5.6%
- COc1ccc(CNCCc2ccccc2F)c(OC)c1C
    -17.6%	-12.9	-0.4%	-1.5%	10.3%	0.0%	3.5%	-4.8%	3.2%
- OC(COCc1ccc(Cl)cc1)CN1CC=C(c2ccccc2)CC1 (stereo unspecified)
    -25.3%&-8.7%	-5.4&-19.4	-2.8%&-12.7%	-1.9%&-5.9%	9.3%	0.5%&8.1%	0.1%&1.4%	18.3%&-23.3%	4.5%
- Cc1ccc2c(c1)C1CN(C)CCC1N2C(=O)Nc1cccc(C(F)(F)F)c1 (stereo unspecified)
    -10.9%	-0.4	-1.0%	-7.5%	5.7%	0.0%	0.4%	-21.7%	-0.1%
- O=C(c1ccc(C(F)(F)F)cc1)C1CCCN(Cc2ccc(CO)o2)C1 (stereo unspecified)
    -0.7%	-2.0	-2.4%	-1.9%	30.8%	3.6%	0.8%	8.8%	12.2%
- NS(=O)(=O)c1ccc(N=Nc2c(O)[nH]c(=S)[nH]c2=O)cc1
    -21.8%	2.9	0.3%	-3.7%	-33.8%	4.4%	-0.1%	-1.8%	-20.5%

Random excerpt: 2 compounds from above
The line under a structure holds: USP1-UAF1 inh	LDHA block	Vif-A3F inh	Glioma ERSR ind	TrxR1 inh	IDH1 R132H inh	Vif-APOBEC3G blk	RGS4 inh	TrxR1 substrate
- CSc1cccc(NP2(=O)OCC(C)([N+](=O)[O-])CO2)c1 (stereo unspecified)
    -2.7%	-7.0	11.8%	-0.7%	4.3%[11.4 µM]	-0.6%	0.8%	-10.3%	2.3%[11.4 µM]
- CCC(C(=O)Nc1ccccc1F)N1C(=O)CN=C(c2ccccc2)c2ccccc21 (stereo unspecified)
    -29.8%	-5.4	-8.2%	-3.4%	31.5%	29.2%	-22.7%	12.3%	5.6%

Going on with the list.
The line under a structure holds: USP1-UAF1 inh	LDHA block	Vif-A3F inh	Glioma ERSR ind	TrxR1 inh	IDH1 R132H inh	Vif-APOBEC3G blk	RGS4 inh	TrxR1 substrate
- C=CCOC(=O)C1C(C(=O)O)C2(Cl)C(Cl)=C(Cl)C1(Cl)C2(Cl)Cl (stereo unspecified)
    1.4%	-2.4	-3.9%	0.9%	11.3%[2.29 µM]	3.5%	-0.2%	-5.4%	1.7%[2.29 µM]
- CCOP(=S)(OCC)Oc1cc(C)oc(=O)c1
    -13.0%	-10.6	1.6%	-0.4%	3.0%	5.3%	0.3%	-44.1%	-4.1%
- Cc1cc(C)cc(N2C(=O)NC(=O)/C(=C/c3cccn3-c3ccc(Cl)cc3)C2=O)c1
    -26.9%	-8.2	?	7.3%	-5.8%	-8.1%	-23.3%	-13.0%	3.4%
- COc1ccc(CC(=O)Nc2ccc3c(C(F)(F)F)cc(=O)oc3c2)cc1OC
    -23.6%	1.9	2.4%	-2.7%	14.2%	0.3%	0.6%	-3.4%	-3.5%
- COc1ccc(NC(=O)C2C3CCC(O3)C2C(=O)O)c(OC)c1 (stereo unspecified)
    -23.9%	-2.1	-15.8%	-3.4%	1.9%	-18.7%	-0.7%	?	-3.4%
- C=C1C(=O)OC2CC(C)C3C=CC(=O)C3(C)C(O)C12 (stereo unspecified)
    -11.3%	-1.0	?	-14.2%	-54.2%[57.1 µM]	6.0%	?	?	-3.1%[57.1 µM]
- C[C@]12CC[C@@H](O)CC1=CCC1C2CC[C@@]2(C)C1C[C@@H](F)[C@H]2O (stereo partly specified)
    -19.7%	-1.0	-5.1%	0.4%	6.3%	0.2%	-2.3%	-16.3%	-0.5%
- Cc1nn(Cc2ccccc2)c(Cl)c1C(=O)O
    -17.4%	-5.2	-1.6%	-4.4%	-2.4%[57.1 µM]	-3.0%	3.1%	5.9%	-3.5%[57.1 µM]
- Cc1cc(C)n2nc(SCC(=O)N3CCC4(CC3)OCCO4)nc2n1
    -14.0%	-8.7	0.1%	-3.0%	17.0%	3.1%	2.0%	-0.1%	13.6%
- COc1ccc2c(c1OC)C(=O)OC2c1c(O)n(Cc2ccc(F)cc2)c(=O)[nH]c1=O (stereo unspecified)
    -1.7%	-3.6	3.1%	-5.7%	?	-0.6%	2.0%	-38.4%	5.2%
- CCN1C[C@@]2(COC)C3[C@@H](OC)[C@H]4[C@@H]1[C@@]3(C1C[C@H]3[C@H](OC(=O)c5ccccc5)C1[C@]4(OC(C)=O)C[C@H]3OC)[C@@H](OC)C[C@H]2O (stereo partly specified)
    -9.3%	-1.3	-5.6%	-3.0%	8.6%	-17.3%	-1.2%	-0.6%	-0.6%
- N#Cc1cc2c(nc1SCC(=O)Nc1ccc(F)c(Cl)c1)C1CCN2CC1
    -6.6%	0.1	-0.4%	0.4%	0.7%	-5.1%	1.7%	5.2%	-0.7%
- Cc1ccc(C(C#N)=Cc2ccc3c(c2)OCO3)cc1
    1.3%	-0.3	-17.2%	-6.3%	/	2.5%	?	/	/
- O=C1NC(=O)N(Cc2ccc(F)cc2)C(=O)/C1=C\c1ccc([N+](=O)[O-])s1
    28.2µM*	-1.5	-16.7%	-4.7%	39.8µM*	7.2%	-12.1%	?	-10.8%
- C=CCN1C(=O)/C(=C\c2ccc(N3CCOCC3)o2)C(=O)NC1=S
    ?	-3.3	?	-2.3%	-26.8%	3.1%	-13.8%	-38.5%	-17.6%

The list is partial; rates above refer to the full screens.
